HKDC1 inhibitor = HKDC1 (human) hexokinase inhibition | hit rate 0.16% among 340,000 | inhibition, % at 20 µM | recombinant HKDC1, G6PDH/diaphorase resazurin coupled fluorescence;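 active = inhibition above about 35% when tested at 20 µM, limit read from the data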;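 note: plate controls were DMSO wells with enzyme for no effect and DMSO wells lacking enzyme for full effect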
Target sequence (Q2TB90 whole entry, looked up): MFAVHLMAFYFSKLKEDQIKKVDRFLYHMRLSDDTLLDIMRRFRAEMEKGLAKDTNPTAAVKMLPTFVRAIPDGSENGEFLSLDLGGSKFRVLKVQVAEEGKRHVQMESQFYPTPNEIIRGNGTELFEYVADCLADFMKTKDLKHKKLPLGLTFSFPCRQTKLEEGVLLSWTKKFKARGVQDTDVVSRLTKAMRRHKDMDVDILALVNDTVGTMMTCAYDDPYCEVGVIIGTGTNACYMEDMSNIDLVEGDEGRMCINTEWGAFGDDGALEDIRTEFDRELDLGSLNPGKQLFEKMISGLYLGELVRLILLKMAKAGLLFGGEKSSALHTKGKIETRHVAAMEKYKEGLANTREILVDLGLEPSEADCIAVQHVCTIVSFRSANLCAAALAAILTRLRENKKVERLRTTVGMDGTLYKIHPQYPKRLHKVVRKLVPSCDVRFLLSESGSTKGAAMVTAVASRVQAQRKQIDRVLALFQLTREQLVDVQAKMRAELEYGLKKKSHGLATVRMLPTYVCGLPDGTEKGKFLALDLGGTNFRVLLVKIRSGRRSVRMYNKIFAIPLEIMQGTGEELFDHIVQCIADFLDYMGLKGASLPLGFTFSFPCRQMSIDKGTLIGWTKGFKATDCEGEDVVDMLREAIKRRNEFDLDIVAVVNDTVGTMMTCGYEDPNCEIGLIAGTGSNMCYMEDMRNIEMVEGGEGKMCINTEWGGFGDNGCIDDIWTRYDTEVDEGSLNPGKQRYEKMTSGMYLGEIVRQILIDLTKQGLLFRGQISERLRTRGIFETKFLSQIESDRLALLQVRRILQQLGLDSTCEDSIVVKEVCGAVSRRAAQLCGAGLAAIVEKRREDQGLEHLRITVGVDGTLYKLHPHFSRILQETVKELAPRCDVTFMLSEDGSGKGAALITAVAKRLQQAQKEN
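Test system: recombinant HKDC1 (HK5) hexokinase enzyme, produced in-house; Amount: enzyme 5 µg/mL final; Buffer or medium: Tris pH 8.0 buffer with MgCl2, Tween-20, BSA, BME; Reagent: glucose and ATP substrates; Doses: 20 µM test compound, 1% DMSO; Incubation: 90 min reaction incubation at room temperature, dark; Detection: resorufin fluorescence at 613 nm.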
mIAP act = mouse IAP activation. AID 2805. hit rate 0.24% among 330,000. activation factor at 10 µM. muIAP, CDP-Star luminescence, 30 min; stronger effect = higher value; 1 = vehicle-only enzyme signal, 0 = enzyme-free wells;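 active = activation factor of at least 2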; note: the source names both 10 and 20 µM as test concentration; values of inactives mirror those of a sister screen read the other way
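Assay system: mouse IAP enzyme / Compound: DMSO-dissolved test compounds / Timing: 30 min, room temperature / Measured by: luminescence from enzymatic CDP-Star hydrolysis / Control set: DMSO-only wells, enzyme-free buffer wells as negative control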
hIAP act = human IAP activation; P09923; purified human IAP, CDP-Star luminescence, 30 min; stronger effect = higher value; 1 = vehicle-only enzyme, 0 = enzyme-free background; activation factor at 10 µM; hit rate 0.16% among 330,000;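 active = activation factor of the enzyme at least 2-fold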; note: the source names both 10 and 20 µM as test concentration; values of inactives mirror those of a sister screen read the other way
A3A deaminase = blocks human APOBEC3A ssDNA deamination; P31941; recombinant A3A, FAM/TAMRA ssDNA deamination fluorescence; inhibition, % at 20 µM; hit rate 0.41% among 330,000; AID 493011;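 active = at least 40% inhibition at 20 µM here, with at most 30% in a related deaminase screen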;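 note: plate controls were A3A with DMSO for no effect and wells lacking A3A enzyme for full effect; some results filed as inactive read as strong as hits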
Target sequence (P31941 whole entry, looked up): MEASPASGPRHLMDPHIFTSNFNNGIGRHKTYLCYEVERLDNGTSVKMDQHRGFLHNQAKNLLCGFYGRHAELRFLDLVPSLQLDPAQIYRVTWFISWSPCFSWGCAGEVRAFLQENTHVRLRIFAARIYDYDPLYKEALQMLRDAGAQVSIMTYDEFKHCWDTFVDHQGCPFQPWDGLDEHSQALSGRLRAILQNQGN
hIAP inh = human IAP inhibition; inhibition, % at 10 µM; hit rate 0.12% among 330,000; purified IAP, CDP-Star luminescence, 30 min; AID 2544;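 active = inhibition reaching a set limit with compound at 10 µM in the primary screen, cut at about 35% in these data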;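 note: plate controls were DMSO wells with enzyme for no effect and no-enzyme buffer wells for full effect; values of inactives mirror those of a sister screen read the other way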
PfG6PD inh = PfG6PD (Plasmodium falciparum) enzyme inhibition | PfGluPho enzyme, NADPH resazurin-diaphorase fluorescence | inhibition, % at 20 µM | hit rate 0.78% among 350,000;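 active = inhibition reaching at least a set limit at 20 µM in the primary screen, cut at about 59% in these data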;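 note: 0% = DMSO wells with substrate and 100% = DMSO wells lacking glucose-6-phosphate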
mIAP inh = blocks mouse intestinal alkaline phosphatase; purified mouse IAP, CDP-Star luminescence, 30 min; inhibition, % at 10 µM; hit rate 0.2% among 330,000;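 active = inhibition of at least 40% at 10 µM in the primary screen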;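 note: plate controls were DMSO with enzyme for no effect and no enzyme wells for full effect; values of inactives mirror those of a sister screen read the other way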
ATG4B inhibitor = blocks human ATG4B protease cleavage of LC3 substrate; Q9Y4P1; ATG4B cleavage of LC3-PLA2, NBD-HPC fluorescence, 1 h; inhibition, % at 8.33 µM; hit rate 0.51% among 340,000; in the data active = inhibition above about 40%
The depositor's hits bear a star.

SMILES | HKDC1 inhibitor | mIAP act | hIAP act | A3A deaminase | hIAP inh | PfG6PD inh | mIAP inh | ATG4B inhibitor
CN(CC(=O)Nc1cccc(F)c1)C(=O)c1ccccc1Sc1ccccc1C#N | -3 | 1.1 | 1 | -1 | 0 | 15 | -5 | -7
NC(=O)CC(NC(=O)c1cccc(Br)c1)c1ccc(N2CCCCCC2)c([N+](=O)[O-])c1 (stereo not given) | 1 | 0.95 | 0.86 | 0 | 14 | 17 | 5 | -8
N#Cc1ccc(C(=O)Nc2cccc3cccnc23)c(F)c1 | 13 | 1 | 1.2 | -4 | -25 | -2 | -1 | -15
COCc1nc2ccccc2n1CCOc1ccccc1OC | -1 | 0.95 | 0.83 | 0 | 17 | -2 | 5 | -17
N#Cc1ccccc1Cn1cc(/C=C/[N+](=O)[O-])c2ccccc21 | 27 | 1 | 0.81 | 2 | 19 | 16 | 0 | 11
COC(=O)C1=C(COc2ccccc2)NC(=O)NC1c1ccc(Br)cc1 (stereo not given) | -2 | 1 | 0.97 | -5 | 3 | -2 | -4 | 4
COc1cnc(-c2ccccn2)nc1Oc1ccccc1 | -8 | 1.1 | 1.1 | -2 | -13 | 19 | -5 | -1
Nn1c(SCC(=O)NC2CCCCC2)nnc1-c1ccccc1F | -6 | 0.94 | 1.1 | -4 | -9 | -12 | 6 | -2
O=C(CCN1CCN(CCO)CC1)Nc1ccc(OCc2ccccc2)cc1 | -10 | 1.1 | 1 | -1 | -5 | 0 | -5 | -5
O=C(CCN1C(=O)/C(=C/c2ccc(F)cc2)SC1=S)NCCCn1ccnc1 | 3 | 1 | 0.88 | -2 | 12 | -2 | 0 | 1
Cc1ccc(C(=O)/C=C/c2c[nH]c3ccccc23)cc1 | -6 | 0.88 | 0.97 | -1 | 3 | 34 | 12 | 20
COC(=O)c1sccc1NC(=O)c1ccccc1[N+](=O)[O-] | -3 | 0.92 | 1.1 | -1 | -12 | 0 | 8 | -4
O=C(Cc1ccsc1)NCC(c1ccco1)N1CCCCC1 (stereo not given) | -2 | 0.97 | 0.97 | -4 | 2 | -1 | 3 | -9
CC(C)c1ccc(OCC(=O)N(c2ccccn2)C2CCCCC2)cc1 | 0 | 1 | 0.86 | 6 | 14 | -20 | 0 | 12
CCCNC(=O)c1c(N)n(-c2cc(OC)cc(OC)c2)c2nc3ccccc3nc12 | 4 | 1.3 | 1.1 | 0 | -14 | 22 | -32 | -5
CCOCCCNC(=O)c1ccc(OC2CCN(C(C)=O)CC2)c(OC)c1 | -5 | 1 | 0.98 | -8 | 2 | -11 | -1 | 5
Fc1ccc2cnc(CCO[C@H]3CCCCO3)cc2c1 | -3 | 1.1 | 1 | -3 | 0 | 6 | -14 | 7
C/C(=N\NC(=O)c1ccn(C)n1)c1cccc(NC(=O)c2ccc(C)s2)c1 | -9 | 0.88 | 1 | -4 | 0 | 16 | 12 | -10
COc1ccc(N(C(C)C(=O)NC2CCCCCC2)S(C)(=O)=O)cc1 (stereo not given) | 0 | 1 | 0.92 | 6 | 8 | -18 | -4 | -4
Cc1ccc(NC(=O)c2nc(S(=O)(=O)Cc3ccccc3C)ncc2Cl)cc1C | 8 | 0.97 | 1 | 0 | -2 | 22 | 3 | 4
CCOc1ccc(NC(=O)CN(C)C(=O)c2sc3ccccc3c2Cl)cc1OCC | 5 | 1.2 | 1 | 3 | -2 | -2 | -20 | 2
COc1cc(-c2nnc(SCC(=O)NC3CCCC3)n2C)cc(OC)c1O | 0 | 0.99 | 0.91 | -3 | 9 | 13 | 1 | -1
CC(C)C(=O)Nc1nnc(CCN2CCCCC2)s1 | 3 | 1.1 | 1 | 1 | -2 | -7 | -14 | 3
COc1ccc(CN2CCC(n3nccc3NC(=O)CCCc3ccccc3)CC2)cc1C | 0 | 2.5* | 3.9* | -6 | -292 | -3 | -147 | -3
COC(=O)c1ccc(COC(=O)CNS(=O)(=O)c2ccccc2)cc1 | -9 | 0.93 | 0.91 | 3 | 9 | -7 | 7 | -8
Cc1cccc(CS(=O)(=O)c2ncc(Cl)c(C(=O)Nc3nnc(C(C)C)s3)n2)c1 | 11 | 1 | 1.1 | -4 | -6 | -34 | -4 | 6
CCN(C(=O)COC(=O)c1ccc([N+](=O)[O-])o1)c1cccc2ccccc12 | -4 | 1.1 | 0.96 | 3 | 4 | 19 | -7 | -35
CCOC(=O)C1=C(COC(=O)/C=C/c2ccc(OCC)c(OC)c2)NC(=O)NC1C (stereo not given) | -4 | 0.96 | 0.84 | -3 | 16 | 2 | 4 | -3
O=[N+]([O-])c1ccc(-c2cn3c(n2)CCC3)cc1 | -3 | 0.96 | 0.89 | 1 | 11 | -9 | 4 | 1
CC1=C(C(=O)OC(C)C)C(c2ccccc2)NC(=O)N1C (stereo not given) | -8 | 1 | 1 | -1 | -1 | -8 | -1 | 8
COc1ccc(N(Cc2cc3cccc(C)c3[nH]c2=O)C(=O)C2CCCO2)cc1 (stereo not given) | -3 | 0.89 | 1 | 4 | -3 | 8 | 11 | -6
Cc1c(C)c(C)c(CO/N=C/c2cccs2)c(C)c1C | 0 | 1 | 0.92 | -3 | 8 | 0 | 0 | 60*
O=C(CCCC1=NS(=O)(=O)c2ccccc2N1)Nc1ccccc1 | -4 | 0.94 | 0.82 | -3 | 18 | -2 | 6 | 4
Cc1c(C)c2ccc(OC(C)C(=O)NCCc3c[nH]c4ccccc34)cc2oc1=O (stereo not given) | -5 | 0.92 | 0.89 | 0 | 11 | 18 | 8 | -30
O=C(CSc1ccc2ccccc2n1)NC1CC1 | 2 | 1.1 | 0.93 | -3 | 7 | -9 | -8 | 3
CCOC(=O)Cn1nc(C)n(-c2ccccc2)c1=O | -7 | 0.84 | 0.81 | -1 | 19 | 3 | 16 | 0
Cc1nnc(NC(=O)c2c(F)c(F)c(F)c(F)c2F)s1 | -2 | 1 | 1 | -4 | -4 | -18 | 0 | 3
O=C(c1cnccn1)N(Cc1ccco1)C1(C(=O)NC2CCCC2)CCCCC1 | 1 | 0.91 | 0.95 | 2 | 5 | -9 | 10 | -15
CCN(CC)S(=O)(=O)c1cc([N+](=O)[O-])ccc1N1CCC(C(N)=O)CC1 | 1 | 0.97 | 0.89 | 1 | 11 | 5 | 3 | -1
O=C(CSc1ccccc1C(=O)N1CCN(c2ccc([N+](=O)[O-])cc2)CC1)N1CCCC1 | 0 | 0.91 | 0.92 | -4 | 8 | 23 | 9 | -6

Two records drawn at random from those above:
SMILES | HKDC1 inhibitor | mIAP act | hIAP act | A3A deaminase | hIAP inh | PfG6PD inh | mIAP inh | ATG4B inhibitor
CC1=C(C(=O)OC(C)C)C(c2ccccc2)NC(=O)N1C (stereo not given) | -8 | 1 | 1 | -1 | -1 | -8 | -1 | 8
Cc1cccc(CS(=O)(=O)c2ncc(Cl)c(C(=O)Nc3nnc(C(C)C)s3)n2)c1 | 11 | 1 | 1.1 | -4 | -6 | -34 | -4 | 6

5 compounds from above, limited to A3A deaminase and HKDC1 inhibitor:
molecule,A3A deaminase,HKDC1 inhibitor
CCOC(=O)C1=C(COC(=O)/C=C/c2ccc(OCC)c(OC)c2)NC(=O)NC1C (stereo not given),-3,-4
O=C(CSc1ccc2ccccc2n1)NC1CC1,-3,2
CC(C)C(=O)Nc1nnc(CCN2CCCCC2)s1,1,3
CCOc1ccc(NC(=O)CN(C)C(=O)c2sc3ccccc3c2Cl)cc1OCC,3,5
COc1cc(-c2nnc(SCC(=O)NC3CCCC3)n2C)cc(OC)c1O,-3,0

Next entries:
SMILES | HKDC1 inhibitor | mIAP act | hIAP act | A3A deaminase | hIAP inh | PfG6PD inh | mIAP inh | ATG4B inhibitor
COc1cc2[nH]c(=O)n(CCC(=O)N3CCc4ccccc4C3)c(=O)c2cc1OC | 1 | 1.1 | 0.96 | -5 | 4 | 15 | -7 | -7
Cc1[nH]c2ccccc2c1/C=N/NC(=O)CCC(=O)NCc1ccccc1 | -7 | 0.91 | 1.1 | 1 | -8 | 36 | 9 | 4
CCCN(CCC)S(=O)(=O)c1ccc(NC(=O)COc2ccccc2)cc1 | -2 | 1.1 | 1.1 | 3 | -12 | 12 | -10 | 12
CC1C(=O)N2CCCc3cc(NC(=O)C(=O)NCCc4ccc(F)cc4)cc1c32 (stereo not given) | 4 | 1.1 | 0.96 | -2 | 4 | -3 | -6 | -5
Cc1ccc(NC(=O)CCC(=O)Nc2ccc(C)cc2)cc1 | -3 | 0.89 | 1.1 | -5 | -10 | -12 | 11 | 1
O=S1(=O)N=C(Oc2ccccc2)c2ccccc21 | -5 | 0.94 | 1.1 | 0 | -5 | -8 | 6 | -1
O=C(Nc1ccccc1)c1snc2c(=O)[nH]cnc12 | 0 | 1 | 1.1 | 2 | -8 | 1 | -3 | -5
O=C(Nc1ccc(N2CCCC2)cc1)c1ccc([N+](=O)[O-])cc1Cl | -7 | 0.97 | 1.2 | -6 | -19 | -5 | 3 | -11
O=C1CC(NS(=O)(=O)c2cccs2)CN1c1ccccc1 (stereo not given) | 7 | 1 | 1.1 | 2 | -8 | -3 | -2 | 2
COc1ccc(-c2nnc(SCc3ccccc3)n2N)cc1 | -12 | 0.96 | 0.96 | 0 | 4 | 6 | 4 | -4
CCCCNC(=O)CCCCC(=O)N/N=C/c1ccccc1Cl | -11 | 1.1 | 1.1 | 0 | -12 | 5 | -8 | -5
CCOC(=O)c1ccc(NCc2nc3ccccc3[nH]2)cc1 | -4 | 1.1 | 1.1 | -2 | -12 | 24 | -10 | -5
CCOC(=O)NN=C1c2ccccc2-c2ccccc21 | -2 | 1 | 1.3 | 0 | -26 | 6 | -1 | -3
Cc1ccnc2nc(C(=O)OCCOc3ccc(F)cc3)nn12 | -4 | 1 | 1.1 | 3 | -6 | 8 | 0 | -1
CC(C)(C)NC(=O)COC(=O)Cc1ccc(Cl)cc1 | -5 | 0.93 | 1.1 | 1 | -15 | -27 | 7 | -4
O=C(NCc1ccco1)c1cc2nc(-c3ccc4c(c3)OCO4)cc(C(F)(F)F)n2n1 | 0 | 0.86 | 0.94 | 1 | 6 | 1 | 14 | -3
O=C(O)CCC(NC(=O)c1ccc(Cl)cc1)C(=O)O (stereo not given) | -2 | 1 | 1 | -2 | -2 | -2 | -3 | -3
Cc1n[nH]c(C)c1CCN(C)Cc1cn(C)nc1-c1ccc2c(c1)OCCO2 | 1 | 0.97 | 1.1 | 3 | -13 | 16 | 3 | -14
CCOC(=O)c1cc(C(O)(C(F)(F)F)C(F)(F)F)c(/N=C/N(C)C)o1 | 20 | 1 | 0.74 | -6 | 26 | 24 | 0 | 5
Nc1ccc2c(c1)nc(Cc1ccccc1)n2CCO | 6 | 0.93 | 1.2 | -2 | -15 | 20 | 7 | -6
CC(=O)c1ccc(OCc2cc(C(=O)N(C)C3CCOC3)no2)cc1 (stereo not given) | -3 | 0.97 | 0.96 | 9 | 4 | -3 | 2 | 17
COc1ccc(OC2CCN(S(=O)(=O)c3ccccc3)CC2)cc1 | -2 | 1.1 | 1.1 | -2 | -15 | -3 | -10 | -3
Cc1csc(SCC(=O)Nc2ccc(Cl)cn2)n1 | 1 | 1 | 0.92 | 2 | 8 | 5 | 0 | 19
CC1CN(C(=O)CCC(=O)NCc2ccccc2)c2ccccc2S1 (stereo not given) | -3 | 0.98 | 0.79 | -6 | 21 | 4 | 2 | -13
CN1C(=O)N(C)c2ccc(C=O)c3cccc1c23 | 14 | 0.95 | 1 | -1 | 0 | 35 | 5 | -2
COC(=O)[C@H]1C[C@@H]1[C@H](N)c1ccccc1 | -2 | 1 | 1.1 | 0 | -11 | -4 | -3 | 0
COc1ccccc1CNC(=O)Cn1cnnn1 | -4 | 1 | 1.1 | 32 | -12 | -8 | -4 | -2
CCc1ccc(N(C(=O)c2snc(C(N)=O)c2N)C(C(=O)NCC2CCCO2)c2cccs2)cc1 (stereo not given) | 3 | 0.95 | 1 | -4 | -2 | -5 | 5 | 10
